DT40 TDP1 no CPT = qHTS for Inhibitors of human tyrosyl-DNA phosphodiesterase 1 (TDP1): qHTS in cells in absence of CPT | AID 686978, 2013 | 420,000 tested, 15% active | DT40 Tdp1-/- hTDP1 cells, no CPT, ATP luminescence, 48 h | Potency, µM (series often up to 46.2 µM), without a hit: at the top dose activity change, negative = growth inhibition, usual class: inhibitors; also: nearly all actives have a fitted effect of over 55% in size
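Stably hTDP1-transfected Tdp1-null chicken DT40 cells were treated with library compounds minus camptothecin and grown for at least 48 hr at 37 °C, after which cellular ATP was quantified by luminescence.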
N370S GC = qHTS Assay for Inhibitors and Activators of N370S glucocerebrosidase as a Potential Chaperone Treatment of Gaucher Disease. AID 2101, 2009. Potency, µM (doses to about 59.4 µM), for the others: top-dose activity change, negative = inhibition, hits mostly inhibitors. N370S GC spleen homogenate, 4MU-glucoside fluorescence. 330,000 tested, 0.092% active. Lysosomal acid glucosylceramidase (Homo sapiens), P04062;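 also: 0% = full enzyme activity and -100% = no enzyme basal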
TDP1 inh = qHTS Assay for Inhibitors of Tyrosyl-DNA Phosphodiesterase (TDP1); recombinant TDP1, AlphaScreen DNA substrate cleavage; Potency, µM (doses to about 130 µM), for the others: at the highest dose activity change, negative = inhibition, actives largely listed as inhibitors; 350,000 tested, 0.28% active; also: nearly all actives have a fitted effect of over 40% in size
Target sequence (Q9NUW8 whole entry, looked up): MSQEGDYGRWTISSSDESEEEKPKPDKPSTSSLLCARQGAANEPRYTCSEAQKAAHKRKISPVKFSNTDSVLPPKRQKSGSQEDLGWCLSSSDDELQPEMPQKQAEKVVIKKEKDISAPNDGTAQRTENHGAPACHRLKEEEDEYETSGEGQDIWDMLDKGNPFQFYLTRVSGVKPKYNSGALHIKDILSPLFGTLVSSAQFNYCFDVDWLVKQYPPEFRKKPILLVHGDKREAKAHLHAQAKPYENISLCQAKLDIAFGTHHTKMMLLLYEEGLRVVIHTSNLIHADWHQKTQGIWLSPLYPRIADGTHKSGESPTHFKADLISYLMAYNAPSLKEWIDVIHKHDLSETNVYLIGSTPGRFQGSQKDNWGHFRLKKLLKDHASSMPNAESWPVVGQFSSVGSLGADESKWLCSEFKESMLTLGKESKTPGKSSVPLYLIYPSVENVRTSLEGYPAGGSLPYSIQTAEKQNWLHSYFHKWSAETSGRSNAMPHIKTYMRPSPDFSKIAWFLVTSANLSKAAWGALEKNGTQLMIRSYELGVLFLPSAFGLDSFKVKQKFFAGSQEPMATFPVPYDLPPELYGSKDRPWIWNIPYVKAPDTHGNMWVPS
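Enzyme-compound mixtures sat 15 min at room temperature, followed by a 5 min reaction with 15 nM final substrate and 10 min with AlphaScreen beads. Recombinant human Tdp1 was used at 1 nM final.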
Active calls of the source: *; ? = inconclusive; nt = no result given; & = joins results of further samples; [ ] = another dose, or the depositor's remark. Calls follow the shape of the dose curve; as a rule, active = well fitted curve in the direction sought with a large enough effect; inconclusive = small, poorly fitted or top-dose-only effect, or another doubt; inactive = no such curve, though single readings can be large; an effect the other way counts as inactive or inconclusive. Unless noted, % is scaled to controls: 0 for no effect and ±100 for the full control effect; potency is read from the fitted curve at half-maximal effect. This is a subset. The share of hits here may be higher or lower than overall.

Compound | DT40 TDP1 no CPT | N370S GC | TDP1 inh
COc1ccc(CNC(=O)C2CCCN2C)cc1OC (stereo not given) | 18% | -3% | -1%
COc1cc(C2N(c3ccccn3)C(=O)C3CCCN32)cc(OC)c1OC (stereo not given) | -1% | -3% | 1%
COc1ccc(CNC(=O)COc2ccc(S(=O)(=O)N3CCCCC3)cc2Cl)cc1 | ? | 4% | 4%
COc1ccc2c(c1OC)C(=O)N(c1ccccn1)C2 | -4% | 4% | 4%
Cc1nn(CC(=O)Nc2ccc3c(c2)nc2n3CCN(C3CCCCC3)C2)c(=O)c2ccccc12 | ? | -5% | -4%
COc1ccc([C@H]2CC(=O)C=C(c3cccc(CO)c3)C2)cc1 | ? | nt | 0%
CCN(CC)c1ccc(C(=O)N2CCN(Cc3ccccc3)CC2)cc1 | ? | -20% | 0%
O=C(CCc1ccccc1)NNC(=O)c1ccc(Br)cc1 | -27% | 2% | 0%
Nc1ccc(S(=O)(=O)NCC(=O)OC2CCOC2=O)cc1[N+](=O)[O-] (stereo not given) | -4% | nt | 25µM*
Cc1cccc(-c2nc(CN3CCCC(C(=O)NCCc4ccc(Cl)cc4)C3)c(C)o2)c1 (stereo not given) | 8.2µM* | nt | 9%
Cc1ccc(CNC(=O)CCCCCNc2nc(=S)[nH]c3ccccc23)cc1 | nt | ? | 6%
NCCCCNCCCN | ? | 1%&-1%&-1%&-17%&-1% | 9%[56.1 µM]
C[C@@H](NC(=O)C1(c2ccccc2)CCN(C(=O)OC(C)(C)C)CC1)C(=O)N[C@@H](C(=O)O)c1ccccc1 | 6% | 4% | nt
COc1ccc2oc(=O)c(-c3csc(Nc4cccc(O)c4)n3)cc2c1 | 16µM* | 0% | 1%
O=C(CC(c1ccccc1)c1ccccc1O)N1CCCC1 (stereo not given) | -22% | 4% | 4%
CCCCC1=CC2=C(OC(C)=O)C(=O)C(C)(OC(=O)CCC(=O)OC)C(=O)C2=CO1 (stereo not given) | nt | -11% | 7%
COc1ccc(NC(=O)c2cc(-c3cc(C)cc(C)c3O)n[nH]2)cc1Cl | ? | 5% | 7%
CC(=O)c1cn(CC(=O)Nc2ccccc2C)c2ccccc12 | 6.5µM* | -19% | 2%
Cc1ccc(S(=O)(=O)NCCN=C(CN2CCCC2)NS(=O)(=O)c2ccc(C)cc2)cc1 | -15% | ? | 3%
COc1ccc(Nc2sc(C(=O)Nc3cccc(Cl)c3)c(N)c2C(=O)Nc2ccccc2OC)cc1 | nt | -9% | 8%
CCCNC(=S)N1CCC(C(=O)c2ccc(F)cc2)CC1 | 16µM* | 0% | 2%
O=C(Cc1c(O)c2ccccc2[nH]c1=O)NC1CCCCCCC1 | -6% | -5% | 6%
O=C1c2cccnc2C(Nc2ccccc2)N1Cc1ccco1 (stereo not given) | -1% | 19% | 1%
COc1ccc([N+](=O)[O-])cc1C1NN=C(c2ccccc2O)S1 (stereo not given) | 3.3µM* | 12% | 8%
C[C@]12CCC(=O)CC1=CCC1C3CC=C(C#N)[C@@]3(C)CC[C@@]12O (stereo not given in full) | -26% | -15% | nt

Profiles from above. Order of screens: DT40 TDP1 no CPT	N370S GC	TDP1 inh
Shown for COc1ccc2oc(=O)c(-c3csc(Nc4cccc(O)c4)n3)cc2c1 : 16µM*	0%	1%
Shown for CCCCC1=CC2=C(OC(C)=O)C(=O)C(C)(OC(=O)CCC(=O)OC)C(=O)C2=CO1 (stereo not given) : nt	-11%	7%

Reprinted at random: 6 compounds from above
Compound | DT40 TDP1 no CPT | N370S GC | TDP1 inh
CCCCC1=CC2=C(OC(C)=O)C(=O)C(C)(OC(=O)CCC(=O)OC)C(=O)C2=CO1 (stereo not given) | nt | -11% | 7%
C[C@@H](NC(=O)C1(c2ccccc2)CCN(C(=O)OC(C)(C)C)CC1)C(=O)N[C@@H](C(=O)O)c1ccccc1 | 6% | 4% | nt
COc1ccc(CNC(=O)C2CCCN2C)cc1OC (stereo not given) | 18% | -3% | -1%
COc1ccc2c(c1OC)C(=O)N(c1ccccn1)C2 | -4% | 4% | 4%
Cc1nn(CC(=O)Nc2ccc3c(c2)nc2n3CCN(C3CCCCC3)C2)c(=O)c2ccccc12 | ? | -5% | -4%
Cc1ccc(S(=O)(=O)NCCN=C(CN2CCCC2)NS(=O)(=O)c2ccc(C)cc2)cc1 | -15% | ? | 3%

Remaining list, next part.
Compound | DT40 TDP1 no CPT | N370S GC | TDP1 inh
N=c1c(C(=O)NC2CCCC2)cc2c(=O)n3ccccc3nc2n1Cc1ccccc1 | ? | 2% | 0%
CCOC(=O)c1c(NC(=O)CSc2cn(CCNC(=O)c3ccc(OCC)cc3)c3ccccc23)sc2c1CCCC2 | -28% | nt | 8%
Clc1cccc(CNc2ncnc3c2nc2n3CCCC2)c1 | ? | nt | 9%
Cc1ccc(C(=O)CCC(=O)OCC(=O)Nc2nnc(-c3ccccc3)o2)cc1 | 2% | -5% | 1%
COC(=O)c1cccc(NC(=O)CN2CCN(Cc3ccccc3)CC2)c1 | -19% | -5% | 0%
CC1(C)CC(CC(=O)O)C(=O)O1 (stereo not given) | -6% | -1% | 1%
COc1ccc(C(=O)c2cn[nH]c2-c2cc(C)ccc2O)cc1 | -9% | -3% | nt
O=C(CN(C1CCCCC1)S(=O)(=O)c1ccc(F)cc1)NC1CC1 | -22% | -10% | 4%
COc1ccc(O)c(CN2CCCC(N3CCN(c4ccccc4OC)CC3)C2)c1 (stereo not given) | -23% | -3% | 4%
O=C(O)CSCC(=O)Nc1ccc(C2CCCCC2)cc1 | -5% | 10% | 7%
O=C(NS(=O)(=O)c1ccccc1[N+](=O)[O-])c1ccccc1 | 0% | -9% | 4%
Cc1sc2nc(C3CC3)nc(NCCNS(C)(=O)=O)c2c1C | ? | 4% | 4%
Nc1nc(NCCCN2CCOCC2)nc(NCc2ccccc2)c1[N+](=O)[O-] | ? | ? | 6%
Cc1cc(=O)oc2cc(OCc3ccc(C(=O)OCC(=O)N(C)C4CCS(=O)(=O)C4)cc3)ccc12 (stereo not given) | 3% | 11% | -5%
O=C(CCNC(=O)c1ccc(Cl)cc1)NN1C(=O)NC2(CCCCC2)C1=O | 1% | nt | 1%
C=CCNc1nc(C2(C)CC3(CC(C)OC3=O)C(=O)O2)cs1 (stereo not given) | -16% | 0% | 6%
C[C@H](NC(=O)c1nc[nH]c1C(=O)NCC(=O)OC(C)(C)C)c1ccccc1 | -8% | 4% | nt
COc1cccc(CNC(=S)Nc2cc(C)cc(C)c2)c1 | -8% | 15% | 5%
O=C(Nc1ccc(OC(F)F)c(Cl)c1)c1ccccn1 | ? | 2% | -8%
CC(=O)c1cccc(Nc2cc(C)nc3nc(-c4ccccc4C)nn23)c1 | ? | nt | 5%
COc1cc(Nc2c3c(nc4ccccc24)CCC3)cc(OC)c1OC | 2.1µM* | -9% | nt
CC(=O)Nc1cccc(C(=O)Nc2cccc(S(=O)(=O)NCc3ccco3)c2)c1 | 6% | nt | 3%
COC(=O)C1=CN(C(C)c2ccccc2)C=C(C(=O)OC)C1c1cc(OC)c(OC)c(OC)c1 (stereo not given) | ? | ? | nt
O=C1C(Cl)=C(N2CCOCC2)C(=O)N1c1ccc(Br)cc1 | ? | 0% | nt
CN(C)CCCN(Cc1ccccc1)C(=S)NCc1ccccc1 | ? | -9% | -3%

(next part)
Compound | DT40 TDP1 no CPT | N370S GC | TDP1 inh
O=C(CSc1nnc(-c2ccccc2)o1)c1nnc(-c2ccccc2)o1 | ? | -1% | 9%
OC(COc1c(F)cc(Br)cc1F)CN1CCc2ccccc2C1 (stereo not given) | ? | -15% | nt
C=C1CCC[C@]2(C)C[C@H]3OC(=O)C(CNCC(OC)OC)[C@H]3CC12 (stereo not given in full) | 18µM* | 4% | nt
O=C(Nc1cccc2c1CCCC2)c1cccc(F)c1 | ? | 13% | nt
Cc1ccn2c(Nc3ccccc3)c(-c3c[nH]c4ccccc34)nc2c1 | ? | nt | 9%
COc1cccc2cc(-c3ccnc(=S)[nH]3)oc12 | nt | 3% | 1%
COc1ccc(/C(N)=N/OC(=O)CSc2ccccc2)cc1 | -15% | 25% | -13%
O=C(COc1ccc(Cl)cc1)OCC(=O)N1CCCc2ccccc21 | -27% | -4% | 2%
O=C(NC1CCCC1)c1cc(-c2ccccc2)on1 | ? | 6% | 1%
O=C(O)CCNC(=O)c1cncc(Br)c1 | 5% | 3% | 5%
CS(=O)(=O)N(CC(=O)N1CCN(Cc2ccc3c(c2)OCO3)CC1)c1ccc2c(c1)OCO2 | -26% | -2% | 2%
Cc1c(NC(=O)c2ccc(-c3ccc(F)cc3)o2)cccc1-c1nc2ncccc2o1 | 9.2µM* | nt | 0%[12.3 µM]
O=[N+]([O-])c1ccccc1OC/C(=N\O)c1ccccc1 | ? | -16% | nt
Cc1noc(C)c1NC(=O)Nc1ccc2c(c1)C(=O)N([C@H](C)CO)C[C@H](C)[C@@H](CN(C)C(=O)NC(C)C)O2 | 2% | nt | 1%
COc1ccc(-c2cc(CNS(=O)(=O)c3ccc(NC(C)=O)cc3)on2)cc1 | -13% | 0% | 4%
Fc1ccc(-c2noc(-c3ccc4c(c3)CCO4)n2)cc1 | -24% | 7% | -5%
CC(=O)c1ccc(N2C(=O)N(Cc3ccc(F)cc3)c3ccccc3S2(=O)=O)cc1 | 16µM* | nt | 4%
O=C(Nc1nc2ccccc2n1CCN1CCCC1)C1CCCCC1 | -5% | 3% | 10%
COc1ccc(C(=O)Nc2c(N)nc(SCC(=O)Nc3ccc(C(C)=O)cc3)[nH]c2=O)cc1 | 5% | -14% | 0%
COc1cc2nc(CN(C)Cc3ccc(C(C)(C)C)cc3)[nH]c(=O)c2cc1OC | ? | 7% | 0%
CCC(O)(C(=O)Nc1ccccc1C(F)(F)F)c1ccccc1OC (stereo not given) | -8% | nt | 0%
Cc1cccc(NC(=O)CCc2nnc3ccc(N4CCC(C)CC4)nn23)n1 | -6% | -3% | 4%
CCOC(=O)c1cnn(CCOC(=O)C2CC2)c1NC(=O)C1CC1 | -6% | 6% | -1%
COc1ccc(Cl)cc1S(=O)(=O)N1CCC(c2ccncc2)CC1 | ? | nt | 1%
O=C(N/N=C/c1ccncc1)c1cc([N+](=O)[O-])cc([N+](=O)[O-])c1 | 4% | -11% | 1%

Continued.
Compound | DT40 TDP1 no CPT | N370S GC | TDP1 inh
CCOc1ccc(CCNC(=O)c2cnc3sc(N4CCOCC4)nn3c2=O)cc1 | -47% | nt | 3%
Cc1ccc2c(COC(=O)c3ccccc3OC(F)F)cc(=O)oc2c1 | -23% | 2% | -4%
O=C(Nc1nnc(-c2ccc(Br)cc2)o1)c1ccco1 | ? | 1% | 2%
COc1cc(/C(C)=N/NC(=O)CSc2nnc(C)s2)ccc1O | 20% | ? | 4%
Cc1ccc(NC(=O)N(Cc2ccco2)C(C)c2ccco2)cc1C (stereo not given) | 23µM* | 5% | 8%
CCOC(=O)c1c(C)[nH]c(=S)c(C#N)c1-c1ccc(Cl)cc1 | -22% | -4% | 8%
CCN1CCN(C(=O)c2ccc(N3CC4CC(C3)c3cccc(=O)n3C4)c([N+](=O)[O-])c2)CC1 (stereo not given) | 6% | -10% | 1%
Cc1cc(O)c(CN(C)C)c2c1C(=O)/C(=C/c1ccco1)O2 | -18% | ? | nt
CC1Oc2ccccc2C=C1/C=N/NC(=O)c1ccncc1 (stereo not given) | ? | -18% | 10%
Cc1cn2c(=O)c(S(=O)(=O)NCCc3ccccc3)c(C)nc2s1 | -7% | nt | -3%
O=C(/C=C/c1ccc(F)cc1)NC(=S)N1CCOCC1 | ? | 8% | 8%
COc1cc(=O)n(C)c2cc(N(C)C)ccc12 | 0% | 29% | 2%
Cc1cc(C(=O)N/N=C/c2ccccc2[N+](=O)[O-])c(C)o1 | -21% | -12% | 2%
CSc1nc2c(c(=O)n1-c1ccccc1)SCC2 | -9% | 4% | 2%
O=C(Nc1ccccc1)c1ccc(CN2CCc3ccccc3C2)cc1 | -30% | -12% | 1%
COc1ccccc1N(CC(=O)N1CCCCCC1)S(C)(=O)=O | -6% | 1% | 2%
N#CSC(c1ccccc1)c1nc2ccccc2[nH]c1=O (stereo not given) | 26µM* | 22% | nt
COc1ccc(Nc2nnc(SC(C)C(=O)NC3CC3)s2)cc1 (stereo not given) | -10% | nt | 0%
COc1ccc(-c2nnnn2-c2ccc(F)cc2F)cc1 | -1% | 4% | 0%
CCOC(=O)/C(C#N)=C/c1cc2ccc(C)cc2nc1Cl | 2.9µM* | 19% | 3%
Cc1ccc(S(=O)(=O)N2CCOCC2)cc1NC(=O)COC(=O)c1ccccc1OCc1c(C)noc1C | -26% | -24% | 6%
Cc1ccc(CNC(=O)CCc2c(C)nc3nc(C)nn3c2C)cc1 | -9% | nt | 5%
CC1(C2CC2)NC(=O)N(CC(=O)N2CCN(c3ccc(F)cc3)CC2)C1=O (stereo not given) | -17% | -1% | -5%
C=CCN(C(=O)c1csnn1)C(C(=O)NC1CCCCC1)c1ccccc1F (stereo not given) | 12% | -10% | 1%
O=C(CCc1ccc(CCC(=O)c2cccs2)s1)c1cccs1 | -16% | -11% | -9%
O=S(=O)(c1ccccc1)N(CC(O)COc1ccccc1)c1ccccc1 (stereo not given) | ? | 4% | 5%

Bioassay records from PubChem BioAssay.
